Cneo AK release – Cryptococcus neoformans lysis via adenylate kinase release | C. neoformans lysis, adenylate kinase release luminescence, 4 h; normalised: neutral wells 0, clomiphene wells 100 | lysis activity, % at 15 µM | 360,000 tested, 0.2% active;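 active = mean lysis activity across replicates of at least 80%, whatever share of replicates individually reach that level; inactive = mean lysis activity below 80%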
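Material – log-phase Cryptococcus neoformans yeast cells · Input – 5 × 10^6 yeast cells/mL · Medium – fresh YPD growth medium · Doses – single compound concentration per well · Timing – static 4 h at 37 °C with compound, 1 h detection · Detection – adenylate kinase release luminescence · Read-out – signal increase indicating cell lysis · Control set – Clomiphene as positive lysis control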
EWS-Fli block – EWS/Fli transcriptional activity inhibition. AID 651661. A673 NR0B1-luciferase reporter, viability-normalised. inhibition, % at 12.6 µM. 350,000 tested, 0.67% active;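 active = mean inhibition of at least 50% after viability correction, with every replicate also passing that limit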;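 note: firefly luciferase signal divided by Alamar Blue viability fluorescence both relative to DMSO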
FN deposit inh – fibronectin deposition inhibition; AH1F fibroblasts, Alexa488-fibronectin deposition fluorescence, overnight; inhibition, % at 12.6 µM; 350,000 tested, 0.086% active; AID 743247;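 active = mean inhibition across replicates of 30% or more, regardless of how many single replicates reach that level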;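 note: positive control wells lacked labelled fibronectin entirely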
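Assay system: AH1F fibroblasts assembling fluorescent fibronectin matrix; Amount: 10000 AH1F cells per well; Buffer or medium: DMEM, 2% serum; Probe or stimulus: Alexa488-fibronectin, 24 nM final in well; Doses: single compound dose, delivered by pin transfer; Incubation: 1 h adhesion, overnight exposure; Measured by: fluorescence 485/525 nm; Read-out: fibronectin deposition inhibition.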
PGC1a acetyl inh – lowers PGC1a acetylation signal in U2OS cells; 350,000 tested, 0.17% active; AlphaScreen anti-acetyl-lysine; with virally co-expressed GCN5 acetyltransferase; inhibition, % at 15.6 µM;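 active = every replicate shows inhibition of at least 40%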;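 note: 0% = neutral control wells and 100% = positive control wells; some results beyond the cut were filed as inactive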
PAX8 reporter – lowers PAX8-driven luciferase in RMG-I cells | RMG-I TPO-luciferase reporter, SteadyGlo, 24 h | inhibition, % at 12.6 µM | 360,000 tested, 1.2% active;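 active = mean replicate inhibition at least 60% with every replicate also reaching 60%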;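 note: luciferase light reporting Pax8 driven TPO promoter activity; plate controls were median of neutral control wells for no effect and mitoxantrone controls for full effect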
miR-122 sensor – blocks miR-122 activity in Huh7 sensor cells; 340,000 tested, 0.3% active; AID 602342; Huh7 miR-122 Renilla luciferase sensor, 48 h; neutral wells = 0, positive control = 100; activation (reporter increase), % at 12.5 µM;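 active = mean replicate activation score at least 90 and every replicate individually at or above 90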;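 note: higher luciferase means less miR-122 activity so hits act as miR-122 inhibitors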
LGR2 antag – Drosophila LGR2 receptor signaling inhibition. AID 720647. inhibition, % at 9.99 µM. 380,000 tested, 0.35% active. HEK293 LGR2, CRE-luciferase, bursicon-stimulated, 4 h;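 active = drop in luminescence signal, shown as inhibition above about 50% in the replicate tests, limit read from the data, passing the limit was not always enough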;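 note: agonist challenge used bursicon conditioned medium at about half maximal strength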
CASP6 VEID inh – inhibitors of human caspase-6; P55212; purified caspase-6, Z-VEID-R110 cleavage fluorescence; inhibition, % at 12.5 µM; 350,000 tested, 0.53% active; AID 686996;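 active = mean inhibition across replicates at least about 35%, with every replicate also reaching that limit, limit read from the data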;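 note: 0% = median of neutral control wells and 100% = no fluorescence left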
Target sequence (P55212 24-179 limits assumed): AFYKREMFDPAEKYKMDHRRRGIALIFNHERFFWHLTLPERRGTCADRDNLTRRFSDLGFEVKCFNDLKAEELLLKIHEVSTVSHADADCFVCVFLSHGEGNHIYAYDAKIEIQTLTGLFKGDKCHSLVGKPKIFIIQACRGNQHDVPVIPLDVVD
Target sequence (P55212 194-293 limits assumed): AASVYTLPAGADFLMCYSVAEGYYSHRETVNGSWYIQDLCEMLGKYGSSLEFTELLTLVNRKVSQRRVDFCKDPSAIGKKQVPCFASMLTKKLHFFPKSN
An asterisk follows results filed as active; . = no result given; [ ] = dose if it differs, or a comment.

(1) C[C@H](CO)N1C[C@H](C)[C@@H](CN(C)CC2CCCC2)Oc2ncc(Br)cc2C1=O
(2) CCCCN(CC)CCCNC(=O)c1cn(C)c(=O)c2c1c1ccccc1n2C
(3) Cc1ncccc1C(=O)N1CCCC(C(=O)c2ccc3c4c(cccc24)CC3)C1 (stereo unspecified)
(4) Cc1ccc(NC(=O)CN2c3cccc4cccc(c34)S2(=O)=O)cc1
(5) NNC(=O)c1sccc1OCc1ccc(F)cc1
(6) COc1cc2ncnc(N[C@H](C)c3ccccc3)c2cc1OC
(7) Cc1ccc(S(=O)(=O)N2CCC(C(=O)O)CC2)cc1
(8) O=C(CCNS(=O)(=O)c1ccccc1)OCC(=O)c1ccc[nH]1
assay / compound | 1 | 2 | 3 | 4 | 5 | 6 | 7 | 8
FN deposit inh | . | 4.8 | -0.2 | 6.9 | 7.6 | . | . | -4.4
PGC1a acetyl inh | 3.3 | -9.2 | . | . | -1.3 | -0.8 | 12.5 | .
LGR2 antag | -13.6 | 1.3 | . | -14.8 | -0.6 | 2.9 | -1.2 | 13.0
Cneo AK release | -7.5 | -0.6 | . | 0.1 | . | 2.3 | . | -0.1
CASP6 VEID inh | -0.8 | -2.2 | 2.2 | 0.2 | -1.7 | -4.0 | 2.0 | 1.5
miR-122 sensor | 5.1[16.7 µM] | . | . | . | . | 1.5 | . | 6.1
EWS-Fli block | -3.5 | -14.2 | 6.3 | -5.4 | -3.0 | . | -0.1 | -0.6
PAX8 reporter | . | -4.8 | -9.8 | 11.0 | 11.7 | . | -3.9 | -6.1

Among those listed so far, 5 have nitrogen in an aromatic ring.
(1) C[C@H](CO)N1C[C@H](C)[C@@H](CN(C)CC2CCCC2)Oc2ncc(Br)cc2C1=O
(2) CCCCN(CC)CCCNC(=O)c1cn(C)c(=O)c2c1c1ccccc1n2C
(3) Cc1ncccc1C(=O)N1CCCC(C(=O)c2ccc3c4c(cccc24)CC3)C1 (stereo unspecified)
(6) COc1cc2ncnc(N[C@H](C)c3ccccc3)c2cc1OC
(8) O=C(CCNS(=O)(=O)c1ccccc1)OCC(=O)c1ccc[nH]1
assay / compound | 1 | 2 | 3 | 6 | 8
FN deposit inh | . | 4.8 | -0.2 | . | -4.4
PGC1a acetyl inh | 3.3 | -9.2 | . | -0.8 | .
LGR2 antag | -13.6 | 1.3 | . | 2.9 | 13.0
Cneo AK release | -7.5 | -0.6 | . | 2.3 | -0.1
CASP6 VEID inh | -0.8 | -2.2 | 2.2 | -4.0 | 1.5
miR-122 sensor | 5.1[16.7 µM] | . | . | 1.5 | 6.1
EWS-Fli block | -3.5 | -14.2 | 6.3 | . | -0.6
PAX8 reporter | . | -4.8 | -9.8 | . | -6.1

Random excerpt: 2 records from the list
(3) Cc1ncccc1C(=O)N1CCCC(C(=O)c2ccc3c4c(cccc24)CC3)C1 (stereo unspecified)
(1) C[C@H](CO)N1C[C@H](C)[C@@H](CN(C)CC2CCCC2)Oc2ncc(Br)cc2C1=O
assay / compound | 3 | 1
FN deposit inh | -0.2 | .
PGC1a acetyl inh | . | 3.3
LGR2 antag | . | -13.6
Cneo AK release | . | -7.5
CASP6 VEID inh | 2.2 | -0.8
miR-122 sensor | . | 5.1[16.7 µM]
EWS-Fli block | 6.3 | -3.5
PAX8 reporter | -9.8 | .

Following part:
(9) COC(=O)C1=C(C)NC(=O)NC1c1ccc2c(c1)OCO2 (stereo unspecified)
(10) NC(=O)c1ccc(NC(=O)COC(=O)c2c[nH]c3ccccc23)cc1
(11) C[C@@H]1CCCCO[C@@H](CN(C)C(=O)NC2CCCCC2)[C@@H](C)CN([C@@H](C)CO)C(=O)c2cc(NC(=O)CCCN(C)C)ccc2O1
(12) CN(CC#CC(O)(c1ccccc1)c1ccccc1)C(C)(C)C
(13) N#Cc1c(F)cccc1NCc1cccs1
(14) COc1ccccc1NS(=O)(=O)c1ccc2[nH]c(=S)oc2c1
(15) CN(NS(=O)(=O)c1ccc(Cl)cc1)c1cnn(C)c(=O)c1Cl
(16) COC(=O)c1c(C(=O)OC)c(-c2ccc(C)cc2)n2c1CS(=O)(=O)C2
assay / compound | 9 | 10 | 11 | 12 | 13 | 14 | 15 | 16
FN deposit inh | -4.7 | 8.3 | 5.1 | 0.7 | 8.7 | 2.4 | 1.9 | .
PGC1a acetyl inh | 15.2 | . | -8.2 | 9.0 | 3.9 | 21.0 | . | 1.7
LGR2 antag | 7.8 | 11.3 | -7.0 | -0.1 | . | -15.3 | . | -14.7
Cneo AK release | 0.6 | 2.4 | -4.9 | -0.1 | -0.7 | . | -2.5 | -3.6
CASP6 VEID inh | -1.2 | -5.6 | -0.6 | -0.7 | 1.9 | 1.4 | -2.0 | .
miR-122 sensor | -3.7 | . | -1.4[16.7 µM] | 0.4 | 0.9 | 2.5 | 2.4 | 4.6
EWS-Fli block | 7.7 | 1.2 | 0.2 | 6.3 | -6.3 | -36.7 | -11.0 | .
PAX8 reporter | 1.9 | 12.4 | . | 2.2 | 2.3 | -15.0 | 5.8 | .

(17) Cc1cc(C)cc(NC(=S)NCCCN2CCOCC2)c1
(18) CN(C)C(=O)N1CCN(C(=O)[C@H]2O[C@@H](n3ccc(N)nc3=O)[C@H](O)[C@@H]2O)CC1
(19) COc1ccc(C2=NC(CO)(CO)CO2)cc1
(20) CC(=C1SC(=S)NC1=O)c1ccc(Cl)c(O)c1
(21) C[C@@H]1CN([C@H](C)CO)C(=O)c2cc(NC(=O)CCC(F)(F)F)ccc2O[C@H]1CN(C)S(C)(=O)=O
(22) C[C@H](CO)N1C[C@H](C)[C@H](CN(C)CC2CCCCC2)Oc2ccc(NC(=O)Nc3ccc(F)cc3)cc2CC1=O
(23) CCOc1ccc(/C=C2/Sc3ccc(C(=O)N4CCOCC4)cc3N(C)C2=O)cc1OC
(24) CCCCc1ccc(NC(=S)N2CCN(C(=O)c3ccco3)CC2)cc1
assay / compound | 17 | 18 | 19 | 20 | 21 | 22 | 23 | 24
FN deposit inh | . | 6.4 | 4.5 | . | . | . | 11.4 | .
PGC1a acetyl inh | . | . | . | . | 0.0 | . | -18.4 | .
LGR2 antag | 1.3 | 4.8 | 19.7 | 5.2 | -13.9 | 14.6 | -46.6 | -3.0
Cneo AK release | . | . | . | . | 4.3 | 2.0 | 54.2 | 4.9
CASP6 VEID inh | -5.4 | -3.5 | -0.5 | 3.5 | . | 2.2 | 5.3 | -1.3
miR-122 sensor | . | . | . | . | -2.9[16.7 µM] | -5.2[16.7 µM] | -10.1 | .
EWS-Fli block | 6.3 | -8.1 | 7.3 | 1.3 | -7.7 | 60.4* | . | -0.2
PAX8 reporter | 0.6 | -14.1 | -0.2 | -18.0 | -6.8 | 9.4 | 26.4 | 26.6

(25) O=C(NC1CCCc2c1cnn2-c1ccccc1F)c1ccccn1 (stereo unspecified)
(26) CC(C)(C)c1nc[nH]c(=O)c1Br
(27) CCc1c(C)nc2ncnn2c1NC1CCCc2ccccc21 (stereo unspecified)
(28) Cc1cc(NC(=O)CCOc2ccccc2)no1
(29) Cn1c(SCCN2CCCC2)nnc1C1CCN(S(=O)(=O)c2ccc(F)cc2)CC1
(30) Cc1c(Cl)cccc1N1C(=O)CC(Sc2ccccc2N)C1=O (stereo unspecified)
(31) COc1ccc(CCNC(=O)CN2C(=O)COc3ccc(S(=O)(=O)N4CCCC4)cc32)cc1OC
(32) CN(C)c1ccc2c(c1)[C@H]1C[C@H](CC(=O)NCCN3CCCCC3)O[C@H](CO)[C@H]1O2
assay / compound | 25 | 26 | 27 | 28 | 29 | 30 | 31 | 32
FN deposit inh | 7.2 | 0.6 | -1.9 | -3.4 | 1.4 | -15.0 | 20.3 | -4.3
PGC1a acetyl inh | . | . | 22.1 | -4.5 | . | . | 6.2 | 11.5
LGR2 antag | 22.6 | -9.1 | 3.4 | . | 7.5 | -12.5 | 5.3 | -17.9
Cneo AK release | -0.7 | -2.2 | . | -4.3 | -3.2 | -2.2 | 0.2 | -0.3
CASP6 VEID inh | -2.2 | 0.5 | 2.0 | . | -4.4 | -1.0 | 1.7 | -102.3
miR-122 sensor | 4.8 | 3.4 | . | -3.7 | . | -2.8 | -5.5 | -2.2[16.7 µM]
EWS-Fli block | -35.4 | 4.1 | 12.3 | . | 0.8 | 2.2 | -19.6 | -2.6
PAX8 reporter | 21.6 | 23.0 | 13.9 | . | -1.0 | -16.3 | 0.8 | 6.7

(33) CC(OC(=O)c1cc(S(=O)(=O)N2CCOCC2)ccc1F)C(=O)NCc1ccc2c(c1)OCO2 (stereo unspecified)
(34) CCOc1ccccc1CN1CCN(S(C)(=O)=O)CC1
(35) CC(C)n1cc(/C=N/Nc2ccc(C(=O)O)cc2)c2ccccc21
(36) O=C1CCC(=O)N1CCC(c1ccc(F)cc1)c1ccco1 (stereo unspecified)
(37) C[C@@H]1CN([C@H](C)CO)C(=O)c2cc(-c3ccccc3)cnc2O[C@H]1CN(C)Cc1ccccn1
assay / compound | 33 | 34 | 35 | 36 | 37
FN deposit inh | 3.7 | . | 4.6 | . | 4.6
PGC1a acetyl inh | . | -11.0 | 9.9 | 5.6 | -1.6
LGR2 antag | -20.6 | 5.3 | -0.8 | -3.9 | -1.7
Cneo AK release | -0.4 | -1.9 | -1.6 | -1.7 | 0.4
CASP6 VEID inh | 3.1 | -2.3 | -0.9 | 5.2 | -45.0
miR-122 sensor | . | -9.4 | 12.5 | -2.0 | 16.5[16.7 µM]
EWS-Fli block | 1.1 | . | -15.1 | 7.0 | -0.2
PAX8 reporter | . | . | -43.4 | . | 20.6
